# proCasp7 act = activates human procaspase-7, counter-screen for procaspase-3 activators | P55210 | recombinant procaspase-7, Ac-DEVD-pNA absorbance 405 nm; D23A/D198A/D206A triple mutant, cannot self-cleave; scale: DMSO 0, 5 µM enzyme 100 | activation, % at 8.5 µM | 330,000 compounds, 0.093% hits;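 active means percent activation above the screen-wide mean plus 3 SD, cut at about 25% in these data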
#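 buffer or medium = Zinc-free HEPES/NaCl buffer, pH 7.4 | material = Procaspase-7 triple mutant (PC-7 D3A) | input = 2 µM procaspase-7 mutant as dispensed | signal = Epi-absorbance of released pNA at 405 nm, two timepoints | timing = 1 h preincubation, 2 h reaction | replicates = singlicate compound testing | evaluation = % activation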
# PP1 counter = counter-screen for PP5 inhibitors: inhibitors of human PP1-alpha | purified PP1alpha, OMFP fluorescence | inhibition, % at 6.7 µM | P62136 | 320,000 compounds, 0.9% hits;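 active means inhibition above the mean inhibition of all tested compounds plus 3 SD, computed separately for each screening campaign, cut at about 15% in these data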
# Target sequence (P62136 whole entry, looked up): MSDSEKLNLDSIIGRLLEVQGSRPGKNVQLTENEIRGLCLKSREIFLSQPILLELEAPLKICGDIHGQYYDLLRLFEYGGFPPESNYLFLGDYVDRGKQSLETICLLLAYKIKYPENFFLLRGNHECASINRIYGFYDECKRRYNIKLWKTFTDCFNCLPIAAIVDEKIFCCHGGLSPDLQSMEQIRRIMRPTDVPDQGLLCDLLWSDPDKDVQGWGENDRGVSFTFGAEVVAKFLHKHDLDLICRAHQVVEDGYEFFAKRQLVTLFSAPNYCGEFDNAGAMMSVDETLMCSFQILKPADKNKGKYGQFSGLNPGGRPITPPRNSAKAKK
# PP5 primary = PP5 (human) phosphatase inhibition. P53041. purified PP5c, OMFP substrate fluorescence. inhibition, % at 6.7 µM. 320,000 compounds, 0.18% hits;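 active means inhibition above the campaign's mean inhibition across all tested compounds plus 3 SD, cut at about 9.5% in these data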;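 further: 0% = DMSO only and 100% = 100 µM cantharidin control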
# GRK2 inh = inhibitors of human GRK2 displacing RNA aptamer; P25098; bead flow cytometry, FAM-aptamer displacement from GRK2; inhibition of aptamer binding, % at 10 µM; 330,000 compounds, 0.59% hits; AID 488847;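 active means inhibition of aptamer binding above 40%, roughly 3 SD of noise, on plates passing a quality check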;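 further: median bead fluorescence of bound FAM aptamer so fluorescent compounds give negative values; no value below 0 was filed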
# Target sequence (P25098 whole entry, looked up): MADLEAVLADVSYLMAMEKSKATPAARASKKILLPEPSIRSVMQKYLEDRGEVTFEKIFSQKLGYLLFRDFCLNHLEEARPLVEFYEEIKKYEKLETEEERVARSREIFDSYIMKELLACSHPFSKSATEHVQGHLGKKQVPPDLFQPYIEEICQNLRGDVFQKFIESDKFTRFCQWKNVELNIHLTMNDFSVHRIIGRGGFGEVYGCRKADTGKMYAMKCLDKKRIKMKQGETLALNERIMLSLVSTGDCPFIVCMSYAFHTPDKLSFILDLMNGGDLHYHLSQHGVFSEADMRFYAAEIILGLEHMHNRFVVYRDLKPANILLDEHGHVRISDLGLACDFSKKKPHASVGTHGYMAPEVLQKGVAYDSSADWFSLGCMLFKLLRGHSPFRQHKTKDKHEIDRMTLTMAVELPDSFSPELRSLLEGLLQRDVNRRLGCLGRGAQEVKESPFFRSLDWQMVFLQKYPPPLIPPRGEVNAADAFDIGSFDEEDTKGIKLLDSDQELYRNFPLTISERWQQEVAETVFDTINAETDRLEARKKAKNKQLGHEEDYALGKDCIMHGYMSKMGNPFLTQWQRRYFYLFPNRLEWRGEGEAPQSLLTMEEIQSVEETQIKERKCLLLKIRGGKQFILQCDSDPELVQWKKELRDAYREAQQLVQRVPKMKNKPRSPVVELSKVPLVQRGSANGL
# GASC-1 inh = inhibitors of human GASC-1 (JMJD2C) demethylase | Q9H3R0 | GST-JMJD2C(1-420) H3K9me3 demethylation, DELFIA europium | inhibition, % at 2.35 µM | 330,000 compounds, 0.069% hits | AID 2099;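 active means more than half of a compound's replicate wells show inhibition beyond 50%, single wells judged on their own value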;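 further: signal counts dimethyl H3K9 product captured on neutravidin plate; 0% = median of DMSO wells and 100% = 0.3 times that DMSO median; strong numbers were not always called active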
# core dimer inh = blocks dimerization of HCV core protein; TR-FRET GST/Flag-core106 dimerization, 1536-well; inhibition, % at 5 µM; 300,000 compounds, 0.33% hits;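 active means inhibition above the mean of all tested compounds plus 3 SD, set per screening campaign, cut at about 45% in these data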
#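 Assay system – GST-tagged and Flag-tagged HCV core protein residues 1-106 · Quantity – core106 proteins, GST 13.5 nM and Flag 17 nM · Benchmarks – unlabelled core106 and no-GST-core106 wells · Read-out basis – percent inhibition of core106 dimerization signal · Detection – time-resolved FRET, ex 340 nm, em 617 and 671 nm · Schedule – 4 h at 22.5 °C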
# Fh CTSL1 inh = blocks F. hepatica cathepsin L1 in PFM18AAP counter-screen; recombinant F. hepatica cathepsin L1, Z-Leu-Arg-MCA fluorescence; inhibition, % at 5.96 µM; 300,000 compounds, 0.49% hits; AID 1906;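 active means inhibition above the mean of all tested compounds plus 3 SD, set per screening campaign, cut at about 17% in these data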;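 further: 0% = plate median of test compound wells and 100% = 1 µM Z-Phe-Ala-diazomethylketone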
# proCasp3 act = procaspase-3 (human) activation; P42574; activation, % at 8.5 µM; 330,000 compounds, 0.11% hits; recombinant procaspase-3 D3A, Ac-DEVD-pNA absorbance 405 nm;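 active means activation above the mean of all tested compounds plus 3 SD, cut at about 21% in these data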;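 further: 0% = DMSO alone and 100% = DMSO wells spiked with extra 5 µM PC-3 D3A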
#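 System: Procaspase-3 D3A mutant. Medium: Zinc-free 300 mM NaCl, 50 mM HEPES, 0.01% Triton X-100. Schedule: 1 h preincubation plus 2 h reaction at 25 °C. Measured by: 405 nm absorbance of p-nitroaniline, reads at 0 and 120 min. Read-out: percent activation relative to control range.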
# VLA-4 inh = inhibition in a human VLA-4 binding assay | P13612 | VLA-4 expressing cells, ligand binding flow cytometry | inhibition, % (about 7 µM as worked out from the volumes in the protocol) | 330,000 compounds, 0.2% hits; in the data active means inhibition above about 50%
# Starred values were filed as active, the others as inactive; . = no result given.
SMILES,proCasp7 act,PP1 counter,PP5 primary,GRK2 inh,GASC-1 inh,core dimer inh,Fh CTSL1 inh,proCasp3 act,VLA-4 inh
COc1ccc(S(=O)(=O)N2CCN(C(=O)CNC(=O)c3ccc4c(c3)OCO4)CC2)cc1,2.8,0.4,0.6,1.0,-0.6,-4.6,1.1,9.8,-0.8
O=C(CCN1C(=O)/C(=C/c2ccc(Cl)cc2)SC1=S)NC1C=CS(=O)(=O)C1 (configuration not stated),-5.2,-2.1,1.0,0.0,3.8,11.2,1.8,-0.3,0.6
COc1cc(OC)cc(C(=O)NC(=S)NNC(=O)Cc2cccs2)c1,-12.2,0.4,4.0,1.0,7.8,4.2,-2.1,0.5,9.8
COc1ccc(C2C3=C(CC(C)(C)CC3=O)Nc3c2c(=O)[nH]c2nc(C)nn32)cc1 (configuration not stated),-3.2,-2.3,2.1,0.0,0.9,-0.9,-0.1,-3.4,22.7
COc1ccc(/C=N/Nc2ccccc2)cc1Cn1nc(C)c([N+](=O)[O-])c1C,-11.1,8.8,1.5,2.0,2.8,38.3,-1.1,4.9,0.3
CC(=O)N1CCc2c(sc(NC(=O)C3CCCCC3)c2C(N)=O)C1,-1.9,-1.6,0.0,0.0,-9.0,6.5,2.7,7.6,-4.8
COc1ccc(NC(=O)C#Cc2ccccc2)cc1OC,6.5,4.6,0.9,3.0,-1.2,3.4,3.1,-3.5,9.5
CC1CCCN(C(=O)NC2CC(=O)N(c3ccc4c(c3)OCCO4)C2)C1 (configuration not stated),-1.1,-5.6,-1.6,1.0,10.3,1.7,-1.2,4.9,7.1
CCCOc1ccc(C2c3c(oc4cc(C)c(C)cc4c3=O)C(=O)N2CCCN(C)C)cc1OCC (configuration not stated),-17.3,-3.6,2.6,0.0,5.9,5.7,-3.4,-4.3,18.8
O=C(CCCOc1ccc(Cl)cc1Cl)N/N=C/c1ccccc1O,-37.0,11.4,2.7,1.0,4.9,-9.2,1.3,-26.2,8.9
CCCS(=O)(=O)N1CCCC(C(=O)NCCc2ccccc2)C1 (configuration not stated),1.1,-0.7,-2.9,3.0,9.6,0.8,3.8,4.6,-3.3
COCC1CCN(C(=O)c2cc(COc3cc(C)c(Cl)c(C)c3)on2)C1 (configuration not stated),-7.0,-1.5,2.3,2.0,0.1,3.7,3.6,7.3,5.1
COc1ccc(C(=O)/C=C/c2ccc(OC)c(Cn3nnc4ccccc43)c2)cc1,6.3,2.8,0.5,3.0,-6.2,12.0,6.0,8.2,3.8
Cc1ccc(S(=O)(=O)Nc2c(C)nc3nc(C)[nH]n3c2=O)cc1,-5.3,1.5,-1.5,0.0,0.2,-2.5,4.9,-1.0,-10.8
O=C(OCc1nc2ccsc2c(=O)[nH]1)c1ccco1,-6.2,-0.1,0.9,2.0,4.1,-8.3,0.6,-5.0,32.8
O=C(NCc1ccco1)c1cc(-c2ccc(Cl)cc2)on1,13.4,-2.8,-0.9,0.0,46.1,6.5,-3.2,8.2,0.8
Cc1nc(=O)c(-c2ccccc2)c(C)n1-c1cccc(C(=O)O)c1,13.1,0.7,2.0,0.0,3.7,0.1,-0.3,8.4,-3.7
CC(C)(C)C1=Nn2c(nnc2C2CCCCC2)SC1,3.6,-0.9,1.1,0.0,-4.2,0.4,3.6,-1.4,8.6
COc1ccc(/C(C)=N/NC(=O)CNC(=O)/C=C\c2ccccc2)c(OC)c1,-3.7,0.2,-0.8,2.0,11.1,-6.8,6.2,10.2,12.6
CCCc1nn2c(=O)cc(CSCC(=O)Nc3ccccc3OC)nc2s1,-6.3,-3.8,0.1,0.0,52.1,-6.8,-0.3,2.9,13.9
CC(C)(C)C1CCc2c(C(=O)NNC(=O)CCCC(=O)O)csc2C1 (configuration not stated),5.4,0.0,1.2,97.0*,-7.0,3.4,5.5,-2.0,-4.5
COc1cc(CN2CCN(c3ccccc3C)CC2)cc([N+](=O)[O-])c1O,-7.8,8.8,2.0,3.0,1.9,-11.3,4.9,-8.8,0.9
COc1ccc(C2(O)C(=O)Nc3ccccc32)cc1 (configuration not stated),9.0,4.3,-1.9,1.0,4.8,-1.8,-4.1,-5.9,-1.0
CCOC(=O)c1ccc(NC(=O)CN2C(=O)CSC(C)C2=O)cc1 (configuration not stated),-2.9,-1.4,-0.5,3.0,-1.4,-0.4,-0.6,-5.3,7.9
COc1ccccc1C(=O)Nn1c(C)nc2ccccc2c1=O,13.2,1.6,1.2,0.0,-14.9,-1.9,-7.3,-1.3,1.7

# GRK2 inh, entries above that show a hit.
molecule,PP5 primary,GRK2 inh,GASC-1 inh,core dimer inh,proCasp3 act,VLA-4 inh
CC(C)(C)C1CCc2c(C(=O)NNC(=O)CCCC(=O)O)csc2C1 (configuration not stated),1.2,97.0*,-7.0,3.4,-2.0,-4.5

# (list continues)
SMILES,proCasp7 act,PP1 counter,PP5 primary,GRK2 inh,GASC-1 inh,core dimer inh,Fh CTSL1 inh,proCasp3 act,VLA-4 inh
O=C(COC(=O)c1ccccc1[N+](=O)[O-])Nc1cc(S(=O)(=O)N2CCOCC2)ccc1N1CCCC1,-4.1,1.4,-1.4,1.0,-4.0,-5.0,1.7,-11.5,32.0
Cc1ccc(NC(=O)c2ccc(CNc3c(N4CCC(C)CC4)c(=O)c3=O)cc2)cc1,-4.2,1.4,-0.5,1.0,1.0,1.4,1.0,2.0,6.5
CCOC(=O)c1c(NC(=O)CSc2nnc(-c3c[nH]c4ccccc34)n2CCOC)sc2c1CCCC2,3.6,10.5,4.5,4.0,0.9,24.7,1.4,-4.3,5.7
O=C(Nc1ccc(F)cc1)c1cccc(N2C(=O)C3C4C=CC(C4)C3C2=O)c1 (configuration not stated),-4.3,-3.4,-0.6,0.0,-9.0,0.3,-2.3,-6.2,13.3
CC(C)(C)NC(=O)CN(Cc1ccc(F)cc1)C(=O)Cn1nnc(-c2ccc(F)cc2)n1,-5.9,2.8,0.6,0.0,2.1,-0.1,-0.2,-0.4,0.1
CC(C)C[C@H](NC(=O)Nc1ccc2c(c1)OCCO2)C(=O)O,7.4,0.1,-1.1,2.0,6.2,-3.0,-0.5,6.6,-0.7
COC(=O)CN(c1ccc(C)cc1)S(=O)(=O)c1c(C)[nH]c(=O)[nH]c1=O,6.9,-1.6,-0.6,4.0,7.5,-2.0,2.0,2.5,-7.1
COC(=O)c1ccccc1C(=O)N1CCCC(CNC(=O)c2ccc(F)cc2)C1 (configuration not stated),2.5,0.4,-0.7,0.0,-5.4,-2.3,1.8,8.3,15.4
CSc1n[nH]c(/N=C/c2oc(O)c3ccccc23)n1,5.1,-5.0,-0.4,3.0,-1.9,2.2,0.4,3.5,7.3
Cc1ccc(N(C(=O)c2nsc(Cl)c2Cl)C(C(=O)NC2CCCC2)c2ccc(O)cc2)cc1C (configuration not stated),-0.2,5.3,5.9,0.0,-1.2,12.7,-1.0,-1.3,17.9
O=C(Nc1ccccc1C(F)(F)F)N1CCN(C(c2ccccc2)c2ccccc2)CC1,-5.1,0.6,0.5,0.0,-0.4,-0.7,2.8,-4.3,7.8
CC(C)Oc1ccc(C(CC(=O)O)NC(=O)Cc2ccccc2)cc1 (configuration not stated),1.7,-6.1,-0.8,0.0,-1.8,-0.2,-0.1,2.5,24.3
Nc1ccc(C(=O)OCC(=O)Nc2ccc([N+](=O)[O-])cc2C(F)(F)F)cc1,3.2,-0.4,2.7,1.0,18.1,4.2,0.4,1.2,2.0
Cc1ccc(Cn2c(=O)c3c(ncn3C)n(C)c2=O)cc1,-4.2,-1.2,0.4,0.0,103.6,0.2,0.7,1.1,-11.0
CCOC(=O)C(NCCCCl)c1ccccc1 (configuration not stated),9.3,2.9,-0.3,2.0,4.6,-11.2,-0.6,-3.0,7.9
Cc1ccc(-c2cc(-c3ccc(Cl)cc3)c(C#N)c(N)n2)o1,-12.0,7.6,1.5,0.0,-5.9,27.3,2.6,-2.4,-30.3
CC(=O)c1c(C)[nH]c(C(=O)Nc2ccc(Cl)c(S(=O)(=O)N(C)C)c2)c1C,5.5,-1.1,2.0,0.0,1.4,1.8,2.5,-9.0,8.2
C/C(Cn1nnc([N+](=O)[O-])n1)=N\NC(=O)c1ccc(C)cc1,-14.1,-0.2,6.8,0.0,-0.2,2.0,1.7,-0.8,12.3
CN(CCc1ccccn1)C(=S)Nc1ccc(Cl)cc1Cl,-6.2,1.8,0.9,2.0,23.2,0.1,4.7,-0.8,10.1
COC(=O)c1cc(C(=O)N2CCOCC2)cc([N+](=O)[O-])c1,-0.1,-2.7,-1.3,5.0,-0.2,2.9,4.0,1.8,7.3
Cc1c(N(C)CS(=O)(=O)O)c(=O)n(-c2ccccc2)n1C,-1.4,-3.5,2.5,0.0,.,2.4,-2.1,10.4,-3.4
COc1ccc(Cl)cc1NC(=O)CCn1cnc2ccccc2c1=O,-5.1,0.7,1.0,3.0,-0.3,-12.4,-1.3,-2.7,5.7
O=C(CN1CCC(NC(=O)c2ccc(F)cc2)CC1)NCc1ccccc1F,4.3,1.7,-1.0,3.0,4.5,-0.6,0.4,-7.2,-10.6
Cc1cc(C)n(C(=O)COc2ccccc2C)n1,12.1,-0.2,0.6,2.0,-3.5,-4.1,-11.6,2.6,3.8
CC(=O)Nc1ccc(OCCC[n+]2cccc(C(=O)[O-])c2)cc1,4.0,-2.0,-2.3,1.0,3.6,0.1,3.8,-3.7,8.7

# Other results follow.
SMILES,proCasp7 act,PP1 counter,PP5 primary,GRK2 inh,GASC-1 inh,core dimer inh,Fh CTSL1 inh,proCasp3 act,VLA-4 inh
Cc1cccc(OCC(=O)Nc2ccccc2F)c1,1.9,2.1,3.1,1.0,-8.0,-0.6,-2.5,-3.4,-6.3
COc1ccc(N2CCN(C(=O)c3ccc(S(=O)(=O)NCc4ccco4)cc3)CC2)cc1,8.3,-3.9,-0.4,3.0,-6.2,.,.,-0.6,7.4
COc1ccc(C(=O)N2CCCC(c3nc(-c4cccs4)no3)C2)cc1OC (configuration not stated),0.8,-4.5,1.3,2.0,-30.8,-1.5,-2.1,5.0,.
CC(=O)Nc1nc(SCC(=O)NCC2CCCO2)[nH]c(=O)c1NC(=O)c1cccs1 (configuration not stated),1.0,-1.6,2.6,2.0,1.8,-5.5,0.0,-0.6,5.7
CCN1CCN(C(=O)C2c3cc(OC)c(OC)cc3C(=O)N(C)C2c2ccc(SC)cc2)CC1 (configuration not stated),5.8,-0.2,6.6,0.0,28.7,-5.4,0.3,10.2,13.9
OCCC1CN(Cc2cnn(-c3ccc(F)cc3)c2)CCN1Cc1ccsc1 (configuration not stated),1.6,0.2,4.2,0.0,-0.5,-5.9,0.0,4.9,3.9

# High-throughput results as filed in PubChem.

# Not a hit list. About 2.6% of those tested had a hit in this group.
